EPAC1 ag: qHTS for Agonist of cAMP-regulated guanine nucleotide exchange factor 3 (EPAC1): primary screen; EPAC1 agonist qHTS, biochemical assay; response scale: 100% = response to 6.5 mM cAMP; hit rate 0.073% among 360,000; Potency, µM (series often up to 154 µM), without a hit: top-dose activation, actives largely listed as activators; AID 720707, 2013; note: potency is the fitted concentration of half-maximal effect; nearly all actives have a fitted effect of over 60% in size
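Fluorescent GDP-exchange assay: 100 nM EPAC1 with 250 nM Rap1B preloaded with BODIPY-GDP and 50 uM GDP; compounds tested as concentration series, 5 min at room temperature, then read every 5 min for 30 min (ex 480/em 540 nm); normalized to 6.5 mM cAMP.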
IL2 activator: qHTS of IL-2 Activators | IL-2 activation reporter assay, cell-based qHTS; stimulated with anti-CD3/CD4/CD28 beads; in transgenic mouse T cells | activation, % (series mostly up to about 46 µM) | hit rate 0.065% among 360,000 | AID 652025, 2013; in the data active = activation above about 50%; inconclusive = mostly about 30% to 49%; note: 0% is about no effect
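Unstimulated transgenic mouse T cells; 60-min compound exposure; bead-based TCR/CD4/CD28 stimulation; 18 h culture, 37 degrees C; dual fluorescence (EGFP, DsRed) plate cytometry.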
PI5P4Ka inh: qHTS for Inhibitors of phosphatidylinositol 5-phosphate 4-kinase (PI5P4K); PI5P4Kalpha enzyme, ADP-Glo luminescence, 60 min; stronger effect = lower value; hit rate 1.2% among 330,000; Phosphatidylinositol 5-phosphate 4-kinase type-2 alpha (Homo sapiens), P48426; max response, %; active = max response of -50% or lower; inconclusive = between -30% and -50%; inactive = -30% or higher; note: value at the top dose of about 77 µM; % is set by controls: 0 for no effect and ±100 for the full control effect
Target sequence (P48426 whole entry, looked up): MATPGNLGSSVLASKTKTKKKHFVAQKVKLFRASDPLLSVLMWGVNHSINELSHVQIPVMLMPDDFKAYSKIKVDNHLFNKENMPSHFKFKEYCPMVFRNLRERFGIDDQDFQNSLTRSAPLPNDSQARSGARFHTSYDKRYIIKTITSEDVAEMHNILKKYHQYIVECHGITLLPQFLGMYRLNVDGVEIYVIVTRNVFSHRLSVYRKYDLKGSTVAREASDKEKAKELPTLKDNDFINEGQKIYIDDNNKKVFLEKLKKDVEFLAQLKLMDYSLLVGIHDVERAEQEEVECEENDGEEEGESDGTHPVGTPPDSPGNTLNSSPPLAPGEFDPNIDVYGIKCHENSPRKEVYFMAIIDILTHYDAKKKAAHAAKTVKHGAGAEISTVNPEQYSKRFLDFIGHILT
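PI5P4Kalpha ADP-Glo assay; 5 microM ATP final; 60 min RT reaction; HEPES pH 7.4/EGTA/CHAPS, 5% DMSO; controls lacking substrate or enzyme; luminescent end-point.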
PLK1 PBD inh: qHTS for Inhibitors of PLK1-PDB (polo-like kinase 1 - polo-box domain): Primary Screen. Serine/threonine-protein kinase PLK1 (Homo sapiens), P53350. Plk1 PBD binding of FITC phosphopeptide, fluorescence polarization. Potency, µM, for the others: max response, negative = inhibition, most hits filed as inhibitors. hit rate 2.8% among 360,000; note: potency is the fitted concentration of half-maximal effect; series mostly up to about 57 µM; % is set by controls: 0 for no effect and ±100 for the full control effect; nearly all actives have a fitted effect of over 65% in size
Target sequence (P53350 whole entry, looked up, the tested form may be a part): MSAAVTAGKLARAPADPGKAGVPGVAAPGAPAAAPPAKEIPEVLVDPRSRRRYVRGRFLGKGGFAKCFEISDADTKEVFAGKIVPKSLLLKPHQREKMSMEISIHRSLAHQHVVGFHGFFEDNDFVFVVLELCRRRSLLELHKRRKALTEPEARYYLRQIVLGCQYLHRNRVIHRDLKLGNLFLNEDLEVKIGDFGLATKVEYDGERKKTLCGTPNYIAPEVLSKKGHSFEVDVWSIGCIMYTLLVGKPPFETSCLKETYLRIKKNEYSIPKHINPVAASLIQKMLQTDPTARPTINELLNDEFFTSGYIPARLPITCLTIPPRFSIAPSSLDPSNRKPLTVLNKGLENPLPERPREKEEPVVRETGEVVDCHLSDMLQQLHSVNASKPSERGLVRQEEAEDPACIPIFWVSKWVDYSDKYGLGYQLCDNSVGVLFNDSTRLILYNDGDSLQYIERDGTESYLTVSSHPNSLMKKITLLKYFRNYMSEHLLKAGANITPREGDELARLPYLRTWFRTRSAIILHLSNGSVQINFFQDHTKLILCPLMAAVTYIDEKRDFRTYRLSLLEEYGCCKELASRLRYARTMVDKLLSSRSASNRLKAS
aSyn rescue: qHTS of alpha-syn Inhibitors; Yeast expressing alpha-synuclein, growth rescue, BacTiter-Glo, 24 h; AID 652106, 2013; Potency, µM (top dose mostly 46.1 µM), inactives show at the top dose growth rescue (activation), usual class: activators; hit rate 0.14% among 370,000; note: potency is the fitted concentration of half-maximal effect; % of control where 0% means no effect; nearly all actives have a fitted effect of over 65% in size
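Screening used galactose-induced yeast with toxic alpha-synuclein levels, exposed to compound for 24 hr at 30 deg C. Cell growth, read with BacTiter-Glo luminescence, gave the measured signal.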
FUS suppressor: qHTS for Suppressors of FUS Proteinopathy: Primary screen using FUS-linked yeast assay. S. cerevisiae FUS-expressing, growth rescue, OD600, 24 h. Potency, µM (titrated, usually from 76.6 µM), for the others: at the highest dose growth rescue (activation), hits mostly activators. hit rate 0.24% among 390,000. AID 1347120, 2019;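 note: potency is the fitted concentration of half-maximal effect; plate controls were DMSO vehicle for no effect and reference control for full effect; nearly all actives have a fitted effect of over 55% in size; some results filed as inactive show a strong effect at the top dose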
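Read-out: OD at 600 nm after 24hr at 30C, reporting rescue of FUS-induced yeast toxicity. Cells at OD 0.005 in galactose (2%) minimal medium; compounds tested in a dilution series; CP55940 titration from 92uM final as control.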
EPAC1 antagonist: qHTS for Antagonist of cAMP-regulated guanine nucleotide exchange factor 3 (EPAC1): primary screen. Rap guanine nucleotide exchange factor 3 (Homo sapiens), O95398. EPAC1 GEF assay, Rap1b-BODIPY-GDP exchange fluorescence. Potency, µM (top dose mostly 115 µM), without a hit: at the highest dose activity change, negative = inhibition, most hits filed as inhibitors. hit rate 0.14% among 360,000. AID 720709, 2013;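 note: potency is the fitted concentration of half-maximal effect; plate controls were vehicle for no effect and positive control for full effect; nearly all actives have a fitted effect of over 50% in size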
WRN helicase inh: qHTS for Inhibitors of WRN Helicase. hit rate 0.46% among 360,000. Potency, µM (doses to about 114 µM), inactives show top-dose activity change, negative = inhibition, hits mostly inhibitors. WRN helicase unwinding, fluorescent forked duplex, kinetic; note: potency is the fitted concentration of half-maximal effect; % is set by controls: 0 for no effect and ±100 for the full control effect; nearly all actives have a fitted effect of over 55% in size
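Enzyme (20 nM final) and test compound sit together 15 min at room temperature before substrate addition. Substrate is a single-forked duplex oligonucleotide (100 nM) labelled with fluorophore and quencher, with 2 mM ATP; helicase unwinding raises red fluorescence, read kinetically.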
Abeta yeast res: qHTS for compounds that reverse cellular toxicity of Amyloid beta (A-beta) peptide in yeast: Primary Screen | yeast expressing A-beta42, growth rescue, OD600, 48 h; response scale: 0% DMSO, 100% iron-clioquinol control | Potency, µM (series often up to 46.1 µM), inactives show at the highest dose growth rescue, hits mostly activators | hit rate 0.063% among 410,000; note: potency is the fitted concentration of half-maximal effect; nearly all actives have a fitted effect of over 55% in size
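Yeast growth medium received pinned compounds, then yeast cells expressing toxic A-beta were added; plates incubated at 30 C for 48 hr. Growth read as absorbance at 600 nm, normalized to DMSO and equimolar FeCl3 plus clioquinol controls.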
Active calls of the source: *; ? = inconclusive; · = not tested or not shown; & = joins results of further samples; [ ] = another dose, or the depositor's remark. Unless noted, calls come from the whole dose curve; as a rule, active = well fitted curve in the direction sought with a large enough effect; inconclusive = small, poorly fitted or top-dose-only effect, or another doubt; inactive = no such curve, though single readings can be large; an effect the other way counts as inactive or inconclusive.

No.	canonical_smiles	EPAC1 ag	IL2 activator	PI5P4Ka inh	PLK1 PBD inh	aSyn rescue	FUS suppressor	EPAC1 antagonist	WRN helicase inh	Abeta yeast res
1	CCOC(=O)C(=Cc1cn(C)c2ccc(S(=O)(=O)N(C)C)cc12)C(=O)OCC	8%	-1.8	-2	2%	-4%	15%	-1%	-12%	-2%
2	Cc1nc2sc3c(c2c(=O)[nH]1)CCCCC3	-2%	1.1	1	-2%	-13%	9%	5%	-1%	-21%
3	O=C(O)Cc1ccc(NC(=O)c2cccs2)cc1	1%	2.8	-3	-1%	2%	2%	2%	-1%	16%
4	COc1ccc(F)cc1S(=O)(=O)N1CCC(C(N)=O)CC1	3%	-0.1	-4	0%	0%	4%	11%	12%	-7%
5	CC(=O)Nc1ccc(NC(=O)CSc2ncc(C(=O)Nc3ccc(F)cc3)c(=O)n2C)cc1	6%	-4.8	-2	-2%	-5%	12%	-24%	4%	17%
6	Cc1cccc(NC(=O)c2ccc(S(=O)(=O)C(F)F)cc2)c1C	11%	0.4	3	-8%	5%	7%	7%	1%	11%
7	Cc1ccccc1Nc1nc(N)nc(CSc2n[nH]c(N)n2)n1	12%	-5.3	0	-3%	3%	-6%	-17%	2%	-5%
8	COc1ccc(-c2nc3cc(C)ccn3c2NCC2CCCO2)cc1OC (stereo not given)	-5%	-0.8	-2	-6%	3%	10%	-15%	-3%	6%
9	Cc1ccc(OCC(=O)Nc2cccc3nsnc23)c(C)c1	9%	3.0	-4	-8%	1%	0%	1%	-4%	6%
10	Fc1ccc2[nH]c3c(N4CCN(c5ccccc5)CC4)ncnc3c2c1	7%	-1.0	2	-2%	-20%	42%	-2%	-16%	-21%
11	O=C(CSc1nc2ccccc2s1)Nc1cc(S(=O)(=O)N2CCOCC2)ccc1O	-3%	-1.5	?	11µM*	4%	·	-3%	?	10%
12	COc1cc(/C=C2\NC(=O)NC2=O)cc(Br)c1OC	-1%	-2.1	4	-4%	3%	23%	-21%	-10%	-5%
13	CN(C)CC1CCCCC1OC(=O)c1ccc(Br)cc1 (stereo not given)	11%	2.1	10	-1%	4%	9%	6%	-4%	-10%
14	CNC(=O)c1cc2ccc(OC)cc2oc1=O	0%	3.4	-7	-1%	11%	-8%	6%	-2%	-11%
15	Cc1nnc(NC(=O)C2CCN(c3cnccn3)CC2)s1	5%	-1.5	·	-7%	-1%	18%	-6%	10%	-1%
16	C=CCn1c(-c2ccc3[nH]c(C)c(C)c3c2)n[nH]c1=S	7%	-0.7	?	-22%	-5%	6%	-12%	-3%	8%
17	CC(C)C[C@H](NC(=O)c1nc[nH]c1C(=O)NC(c1ccccc1)c1ccccc1)C(=O)OCc1ccccc1	-8%	-0.7	4	3%	1%	36%	-17%	-13%	5%
18	CC(NC(=O)C1(S(=O)(=O)c2ccc(Cl)cc2)CC1)c1ccccc1 (stereo not given)	2%	-0.5	1	-8%	0%	·	2%	-2%	8%
19	Cc1ccc(-n2ncc(-c3nn[nH]n3)c2N)cc1	6%	-0.1	-3	-1%	-4%	34%	16%	5%	-2%
20	CC1CCN(C(=O)CN2C(=O)NC3(CCC(C)CC3)C2=O)CC1 (stereo not given)	-2%	-5.6	-5	3%	4%	·	9%	-10%	5%
21	CC(C)n1c(=O)c2ccccc2n1Cc1cn(Cc2cccs2)nn1	10%	0.1	5	-13%	7%	-27%	5%	-3%	-7%
22	N#Cc1c2c(c(-n3cnc4ccccc43)n3c1nc1ccccc13)CCC2	-2%	0.0	2	0%	0%	17%	1%	-9%	-20%
23	O=C(NC1CCCCC1)C1(S(=O)(=O)c2ccc(Cl)cc2)CC1	7%	-0.3	-1	-11%	10%	9%	4%	5%	0%
24	Cc1ccc(NC(=O)COC(=O)Cn2c(C)csc2=O)cc1	2%	-1.3	·	-8%	-1%	0%	2%	1%	-10%
25	CCCNC(=O)C1(C)CCCN(Cc2ccc(-c3ccccn3)cc2)C1 (stereo not given)	10%	0.0	4	-24%	0%	-10%	-24%	5%	-15%
26	COc1cc(C(=O)OC2CCN(C)CC2)cc(OC)c1OC	1%	-1.2	0	-2%	2%	-3%	10%	-4%	13%
27	Cc1onc(-c2ccccc2Cl)c1C(=O)N1CCN=C1SCc1cccnc1	0%	1.3	0	-8%	-7%	-9%	2%	-2%	28%
28	CCOC(=O)c1cnn(-c2nc(-c3cccc(F)c3)cs2)c1C(F)(F)F	-8%	1.9	27	4%	-12%	-16%	?	-14%	-2%
29	CC(OC(=O)CCc1nc2ccccc2[nH]c1=O)C(=O)c1ccccc1 (stereo not given)	-3%	-2.0	-1	2%	9%	2%	-4%	-3%	-3%
30	CC(CC(=O)N(C)CC(=O)Nc1ccc(N2CCOCC2)cc1)c1ccccc1 (stereo not given)	2%	-3.2	1	1%	-2%	-5%	4%	-9%	17%
31	O=C1[C@H]2[C@@H](c3ccc(F)cc3)N3C(=O)N(c4ccccc4)C(=O)[C@@]3(Cc3ccccc3)[C@H]2C(=O)N1C1CCCCC1	-25%	-0.2	-2	0%	-8%	5%	-4%	4%	-3%
32	COc1cc(OC)cc(C(=O)N2CCCC(c3nc(-c4ccc(C)o4)no3)C2)c1 (stereo not given)	3%	1.5	-5	-10%	8%	-3%	-6%	-2%	-3%
33	O=C(O)CCCN1C(=O)/C(=C\c2ccco2)SC1=S	15%	0.5	-27	-21%	?	10%	-6%	?	5%
34	O=C1COc2ccc(S(=O)(=O)NCc3ccc(Cl)cc3)cc2N1	-2%	0.9	8	-4%	0%	-3%	-13%	-2%	9%
35	COc1ccc(-c2nnc(SCc3nc4ccccc4s3)n2C(C)C)cc1	1%	1.3	-4	-8%	-4%	44%	-9%	-7%	-25%
36	COc1ccccc1NC(=S)N1C2CCC1CC(NC(=O)NC13CC4CC(CC(C4)C1)C3)C2 (stereo not given)	18%	1.2	·	1%	1%	?	-15%	-16%	12%
37	O=c1[nH]c(CSc2ncc(C(F)(F)F)cc2Cl)nc2cc(C(F)(F)F)ccc12	-1%	1.4	-27	-12%	3%	22%	-22%	-6%	4%
38	CC(CCc1ccccc1)NC(=O)C(=O)Nc1ccccc1 (stereo not given)	3%	-2.9	-5	-2%	1%	-23%	-6%	-6%	16%
39	Cc1oc2nc(SCCCC(=O)NCCCO)nc(N)c2c1C	0%	0.1	1	-6%	0%	21%	4%	-20%	-12%
40	Cn1cc(C2=C(c3ccc(Cl)cc3Cl)C(=O)NC2=O)c2ccccc21	-47%[inhibitor]	4.7	0	173%[activator]	1%&3%&1%	-20%	?	12%	-8%

As a working copy, two of the compounds above:
No.	canonical_smiles	EPAC1 ag	IL2 activator	PI5P4Ka inh	PLK1 PBD inh	aSyn rescue	FUS suppressor	EPAC1 antagonist	WRN helicase inh	Abeta yeast res
21	CC(C)n1c(=O)c2ccccc2n1Cc1cn(Cc2cccs2)nn1	10%	0.1	5	-13%	7%	-27%	5%	-3%	-7%
22	N#Cc1c2c(c(-n3cnc4ccccc43)n3c1nc1ccccc13)CCC2	-2%	0.0	2	0%	0%	17%	1%	-9%	-20%

More structures
No.	canonical_smiles	EPAC1 ag	IL2 activator	PI5P4Ka inh	PLK1 PBD inh	aSyn rescue	FUS suppressor	EPAC1 antagonist	WRN helicase inh	Abeta yeast res
41	COc1ccc(C(=O)NCCc2cnc[nH]2)cc1OC	-1%	-0.6	-4	-4%	-1%	13%	-32%	8%	-19%
42	COc1nc(N/N=C/c2ccc(C)cc2)nc(N2CCCCC2)n1	-8%	-2.6	1	4%	0%	·	-20%	-15%	5%
43	Cc1noc(NS(=O)(=O)c2ccc(NC(=O)CSc3nc4ccccc4[nH]3)cc2)c1C	2%	-1.4	·	-6%	3%	17%	4%	-28%	9%
44	CC1(NC(=O)CSc2nnc(-c3c[nH]c4ccccc34)n2C2CC2)CCS(=O)(=O)C1 (stereo not given)	2%	-0.6	-1	3%	5%	6%	-12%	1%	-1%
45	O=C(CCN1CCc2ccccc21)c1ccc2c(c1)OCCO2	11%	-0.9	?	?	-5%	37%	-10%	-12%	-13%
46	CN(CC(=O)Nc1ccccc1Cl)C(=O)COC(=O)c1ccc([N+](=O)[O-])cc1Cl	-11%	-0.2	-2	-1%	9%	8%	-3%	6%	3%
47	CC(Sc1nnc(COc2ccc(Cl)cc2)n1Cc1ccco1)C(=O)N1CCNC1=O (stereo not given)	3%	0.3	-9	-17%	1%	-9%	5%	-10%	18%
48	CC(C)=N/N=C1/NC(=O)C(c2ccccc2)S1 (stereo not given)	-3%	0.6	1	-6%	-4%	·	-2%	-5%	4%
49	Cc1ccc(C)c(N(CC(=O)NCCSCc2ccco2)S(C)(=O)=O)c1	3%	0.3	?	-16%	1%	41%	-7%	-35%	4%
50	CC1CCCN(C(=O)CNS(=O)(=O)c2cccs2)C1 (stereo not given)	2%	-0.8	0	-14%	0%	22%	-14%	-1%	-2%
51	CC(C)(C)C(=O)Nc1nnc(CCc2ccccc2)s1	-7%	1.1	1	?	4%	16%	-16%	-10%	?
52	Cc1ccc(NC(=S)N(CCCN2CCC(C)CC2)Cc2ccco2)cc1C	1%	-4.5	2	-18%	0%	23%	-14%	4%	-11%
53	CCc1cccc(NC(=S)N(CCN(C)C)C2CCN(C(C)C)CC2)c1	-9%	-1.8	1	0%	-6%	23%	-16%	7%	-21%
54	COc1ccc(C(O)c2nc(-c3ccc(OC)nc3)cs2)cc1 (stereo not given)	-2%	-0.5	-6	6%	?	-5%	-26%	-1%	?
55	CC(=O)c1ccc(C(=O)N2CCCC(CNC(=O)c3ccccc3Cl)C2)cc1 (stereo not given)	15%	-0.7	-7	-11%	-5%	10%	-7%	-19%	-10%
